Screening data (PubChem)
CRFR2-BP antag = antagonists of CRF-BP/CRF-R2 complex, primary screen, cell-based, HEK293, calcium dye fluorescence, uHTS; AID 588475, 2011; CRF-induced calcium fluorescence; inhibition, % at 11.8 µM; hit rate 0.59% among 350,000;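 active = inhibition of the ligand-induced calcium signal above about 50% at the single tested concentration, limit read from the data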
M4 PAM = human M4 muscarinic receptor positive allosteric modulators, primary screen, CHO-K1 cells, Fluo-8 calcium fluorescence; Muscarinic acetylcholine receptor M4 (Homo sapiens), P08173; CHO-K1 hM4/Gqi5, ACh EC20; 0% = ACh EC20, 100% = maximal ACh; activation, % at 3 µM; hit rate 0.4% among 360,000;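 active = activation above its plate's cutoff, the mean activation of sample wells plus 3 SD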; also: some results filed as inactive read as strong as hits
Target sequence (P08173 whole entry, looked up): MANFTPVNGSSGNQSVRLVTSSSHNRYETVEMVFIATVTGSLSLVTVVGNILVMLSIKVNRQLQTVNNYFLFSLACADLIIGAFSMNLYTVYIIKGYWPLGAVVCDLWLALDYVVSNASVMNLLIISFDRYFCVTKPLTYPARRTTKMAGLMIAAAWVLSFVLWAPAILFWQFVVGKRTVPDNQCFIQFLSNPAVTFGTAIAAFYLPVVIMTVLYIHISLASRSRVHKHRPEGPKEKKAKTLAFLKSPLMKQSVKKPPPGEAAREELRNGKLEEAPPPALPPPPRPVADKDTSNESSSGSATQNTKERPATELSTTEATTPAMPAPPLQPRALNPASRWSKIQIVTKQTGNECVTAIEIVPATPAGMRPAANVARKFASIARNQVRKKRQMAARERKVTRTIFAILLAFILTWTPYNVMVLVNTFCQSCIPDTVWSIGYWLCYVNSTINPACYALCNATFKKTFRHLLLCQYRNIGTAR
CHRM5 antagonist = human M5 muscarinic receptor antagonists, primary screen, CHO cells, Fluo-8 calcium fluorescence | Muscarinic acetylcholine receptor M5 (Homo sapiens), P08912 | CHO-hM5 cells, ACh EC80 | inhibition, % at 3 µM | hit rate 0.59% among 360,000;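 active = inhibition above a per-plate cutoff, the mean of that plate's test compounds plus 3 SD, cut at about 27% in these data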;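 also: 0% = acetylcholine EC80 with DMSO and 100% = DMSO without agonist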
Target sequence (P08912 whole entry, looked up): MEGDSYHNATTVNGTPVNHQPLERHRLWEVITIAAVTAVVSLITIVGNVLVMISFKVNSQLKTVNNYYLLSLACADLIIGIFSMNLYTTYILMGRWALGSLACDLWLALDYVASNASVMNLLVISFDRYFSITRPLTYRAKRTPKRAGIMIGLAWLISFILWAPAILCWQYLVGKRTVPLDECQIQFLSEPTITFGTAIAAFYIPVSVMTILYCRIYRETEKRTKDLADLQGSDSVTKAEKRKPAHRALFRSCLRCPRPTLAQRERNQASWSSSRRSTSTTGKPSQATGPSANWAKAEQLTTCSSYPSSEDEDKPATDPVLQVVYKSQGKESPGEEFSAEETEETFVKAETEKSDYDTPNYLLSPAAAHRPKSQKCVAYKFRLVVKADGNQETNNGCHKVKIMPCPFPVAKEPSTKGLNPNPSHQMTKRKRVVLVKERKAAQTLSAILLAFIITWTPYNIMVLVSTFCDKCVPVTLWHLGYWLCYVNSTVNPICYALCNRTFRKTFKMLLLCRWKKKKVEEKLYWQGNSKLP
TAAR1 ag = human TAAR1 agonists, primary screen, Fluo-8 calcium fluorescence, CHO RD-HGA16 cells. Trace amine-associated receptor 1 (Homo sapiens), Q96RJ0. vehicle wells 0%, saturating PEA agonist 100%. activation, % at 3 µM. hit rate 0.99% among 360,000;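 active = activation above the mean activation of all test compounds in the run plus 3 SD, cut at about 38% in these data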
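Repeats: no replicates (n 1) | Material: CHO-derived RD-HGA16 cells with stable Gα16 and human TAAR1 | Technique: Kinetic Fluo-8 calcium fluorescence | Schedule: 17-24 h seeding, 75 min 37 °C dye, 30 min RT | Evaluation: % activation from peak over basal fluorescence ratio, DMSO-to-PEA scaled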
M1 PAM parental = nonselective calcium activators in parental CHO-K1 cells, primary screen, counter-screen for M1 PAM project, cell-based, Fluo-8 calcium fluorescence, full deck, 1536-well | ATP EC20; 0% at ATP EC20, 100% at ATP max | activation, % at 3 µM | hit rate 0.02% among 360,000 | AID 602247, 2012;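 active = activation above the run cutoff, the mean activation of all test compounds plus 3 SD, cut at about 40% in these data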;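 also: peak over basal fluorescence ratio in a 140 s read after ATP addition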
CHRM5 agonist = human M5 muscarinic receptor agonists, primary screen, CHO-K1 cells, Fluo-8 calcium fluorescence | hit rate 0.19% among 360,000 | CHO-K1 hM5 cells; 0% DMSO wells, 100% maximal acetylcholine response | activation, % at 3 µM | AID 624037, 2012;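 active = activation above the run's mean over test compounds plus 3 SD, cut at about 23% in these data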;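 also: signal is peak over basal fluorescence ratio across the kinetic read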
TAAR1 antag = human TAAR1 antagonists, primary screen, Fluo-8 calcium fluorescence, CHO RD-HGA16 cells | Trace amine-associated receptor 1 (Homo sapiens), Q96RJ0 | antagonist | AID 624466, 2012 | hit rate 1.5% among 360,000 | inhibition, % at 3 µM;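 active = inhibition above a per-plate cutoff, the mean inhibition of test compounds on that plate plus 3 SD, cut at about 49% in these data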;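 also: 0% = DMSO plus EC80 beta-PEA response and 100% = DMSO alone without agonist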
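System: RD-HGA16 CHO cells with stable hTAAR1 and Gα16 | Probe or stimulus: EC80 β-phenethylamine stimulus | Dosing: 3 µM, single point | Times: Dye loading 75 min at 37 °C, then 30 min room temperature | Measured by: Fluo-8 calcium-sensitive fluorescence | Read-out basis: % inhibition of agonist calcium response | Replicates: n of 1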
CRFR2-BP ag = agonists of CRF-BP/CRF-R2 complex, primary screen, cell-based, HEK293, calcium dye fluorescence, uHTS | CRF-binding protein / CRF receptor 2 complex (human) | calcium dye fluorescence (FLIPR); percent of saturating CRF peptide response | activation, % at 13.2 µM | hit rate 0.46% among 350,000;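 active = activation of at least 50%, plus an integration ratio under a set limit after plate pattern correction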;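 also: plate controls were neutral control wells without compound for no effect and CRF at EC100 for full effect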
CHRM5 PAM = human M5 muscarinic receptor positive allosteric modulators, primary screen, CHO-K1 cells, Fluo-8 calcium fluorescence. hit rate 0.3% among 360,000. CHO-K1 hM5, ACh EC20 PAM; 0% = ACh EC20, 100% = ACh EC100. Muscarinic acetylcholine receptor M5 (Homo sapiens), P08912. activation, % at 3 µM;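 active = activation above the run cutoff, the mean activation of all test compounds plus 3 SD, cut at about 18% in these data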
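System: CHO-K1 hM5 cells. Reagent: acetylcholine, EC20 level. Compound dosing: single dose, 3 µM nominal final test concentration. Timing: Post-acetylcholine fluorescence recording 140 s. Detection: Fluo-8 calcium fluorescence. Read-out: % activation, ACh-normalized. Benchmarks: ACh EC20 and EC100 wells. Repeats: singlicate, one well per test compound.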
The depositor's hits bear a star; nt = no result given. No enrichment for hits, and some 4.2% of all compounds hit somewhere here.

SMILES | CRFR2-BP antag | M4 PAM | CHRM5 antagonist | TAAR1 ag | M1 PAM parental | CHRM5 agonist | TAAR1 antag | CRFR2-BP ag | CHRM5 PAM
Cc1ccsc1/C=N/NC(=O)c1ccc2ccccc2c1 | 0 | -1 | -1 | 0 | 6 | -4 | 12 | 2.8 | 4
Cc1cc(C)cc(NC(=O)CS(=O)(=O)c2ccccc2)c1 | 1 | -2 | -6 | -2 | 12 | -2 | 0 | 0.5 | -3
CC(C)CC(NC(=O)COc1ccccc1)C(=O)O (centres undefined) | 20 | 5 | -1 | -1 | 29 | -2 | -17 | 0.1 | 1
O=C(NC1CCCCC1)C1CC(=O)N(c2ccc(Cl)cc2)C1 (centres undefined) | -9 | 6 | -3 | 1 | 8 | -1 | -11 | 1.4 | -1
O=C(CNC(=O)c1cccc(Br)c1)NCCc1nc2ccccc2[nH]1 | -13 | -7 | -2 | 0 | -11 | 2 | 6 | -0.6 | -4
CN(CCOc1ccc(Br)cc1)CC(O)c1ccccc1 (centres undefined) | 7 | -3 | 0 | 6 | 13 | -5 | -1 | -0.8 | -5
Cc1noc(C)c1COC(=O)c1csc2c1CCC(C)C2 (centres undefined) | 19 | 3 | 8 | 8 | -1 | -6 | 4 | 2.1 | 5
Cc1ccc(C(=O)NC(=S)Nc2ccccc2C(F)(F)F)c(C)c1 | -16 | 10 | 0 | -1 | 15 | -1 | 25 | 12 | -3
COC(=O)c1ccc(COC(=O)c2c(C)nn(Cc3ccccc3Cl)c2Cl)o1 | 32 | -2 | -3 | 2 | -3 | -5 | 21 | 1.4 | -4
Cn1c(N)c(C(=O)COC(=O)c2cncc(Br)c2)c(=O)n(C)c1=O | -10 | 1 | -1 | 2 | 3 | 1 | 3 | 4.5 | -3
COc1ccc(-c2c[n+]3c(n2-c2c(C)n(C)n(-c4ccccc4)c2=O)CCCCC3)cc1 | 1 | -1 | -7 | 3 | -4 | -9 | -2 | 3.4 | 1
CC(=O)c1ccc(N2CCN(C(=O)Nc3ccc(F)cc3F)CC2)cc1 | 11 | -4 | 11 | 6 | 1 | 4 | 9 | -0.6 | -6
CCOC(=O)C1CCN(Cc2cnc(NC(=O)OC)s2)CC1 | -17 | 7 | -6 | 1 | 9 | -1 | -4 | 1.8 | 3
CN1CCN(C(=S)NC(=O)/C=C/c2ccccc2Cl)CC1 | -1 | 6 | 2 | 5 | 5 | -9 | 4 | 0.4 | -3
COc1ccc(-c2nn(C)c3sc(C(=O)NCc4ccco4)cc23)cc1OC | -5 | 1 | -4 | 7 | 7 | -5 | 6 | -0.2 | -15
CCn1c(C)c(/C=N/Nc2nc3ccccc3s2)c2ccccc21 | -18 | 9 | -11 | 0 | 19 | 0 | 2 | 2.7 | 3
CC(=O)c1cnc2c(-c3ccc(Cl)cc3)c(C)nn2c1C | 9 | 5 | 0 | 16 | 8 | 1 | -4 | -0.2 | 2
Cc1cccc(-c2nnc(C(C)Nc3cccc(C(=O)NC4CC4)c3)o2)c1 (centres undefined) | -9 | -1 | 2 | 0 | -1 | 3 | -18 | -1.1 | -3
Fc1ccc(NCc2ccccc2F)cc1Cl | 18 | 0 | -4 | 3 | 13 | -4 | -3 | -0.9 | -2
CCCCNC(=O)C(=O)N/N=C/c1ccc(C(=O)OC)cc1 | 0 | 7 | 5 | 4 | -25 | 1 | 11 | 1.1 | 4
Cc1ccc(C(=O)n2c(-c3ccccc3)cnc2SCC(=O)Nc2ccccc2)cc1 | 15 | 6 | 9 | 8 | 6 | 1 | -27 | 0.9 | -10
CC(C)(C)S(=O)(=O)N1Cc2ccc(CO)cc2[C@@H]1CCO | 13 | -1 | 2 | 3 | 8 | 2 | -17 | -4.8 | 1
Nc1nonc1-n1nnc(C(=O)N/N=C/c2ccc3c(c2)OCO3)c1CSc1ccccc1 | -3 | -3 | 5 | 3 | 11 | 0 | -1 | 2.1 | 1
CCOC(=O)CSc1nc2ccccc2c(=O)n1CCC(=O)NCCc1ccc(OC)c(OC)c1 | -1 | 4 | 7 | 2 | 5 | -2 | 2 | -1.4 | -6
CC(C)(C)n1nnnc1C(c1cccs1)N1CCN(Cc2ccc3c(c2)OCO3)CC1 (centres undefined) | 33 | 1 | 2 | 6 | 20 | -5 | -5 | -7.3 | -2
Oc1ccc(/C=N/Nc2ncnc3c2ncn3Cc2ccccc2)cc1O | -20 | 11 | 3 | 2 | 30 | -3 | 0 | -1.8 | 0
CCOc1ccc(-c2noc(CCC(N)=O)n2)cc1OCC | 15 | 3 | -6 | 10 | 20 | -2 | -7 | -1.5 | 3
Cc1ccc(S(=O)(=O)N2CCCCC2)cc1NC(=O)Cn1c(=O)cnc2ccccc21 | 5 | -3 | 9 | 2 | -4 | -3 | -9 | -0.5 | -5
COc1cc([N+](=O)[O-])c2ncsc2c1 | -9 | 1 | 7 | 1 | 1 | -3 | -9 | -1.2 | -8
Cc1cc(C#N)c(SCC(N)=O)nc1-c1ccc(F)cc1 | -14 | 2 | -1 | -2 | -10 | 4 | -30 | -6.2 | 6
CC(C)(C)CC(C)(C)NC(=S)NC1CCN(Cc2ccccc2)CC1 | -52 | -3 | 6 | 33 | 25 | 1 | 23 | 43 | -2
CCc1ccc2c(c1)cc(C)c1nnc(SCC(=O)Nc3cc(OC)c(OC)cc3C(=O)O)n12 | -8 | -3 | 5 | 0 | 10 | 0 | -5 | 0.1 | 3
O=C(CC1SC2=NCCN2C1=O)Nc1ccccc1 (centres undefined) | 1 | 3 | -3 | 4 | 19 | 2 | 16 | 1.4 | 3
CCN(CC)C(=O)[C@H]1C[C@H](CC(=O)NCc2ccco2)C(=O)N2CCc3c([nH]c4cc(-c5ccco5)ccc34)[C@]12C | 6 | -8 | 3 | 0 | 17 | 0 | -22 | 0.4 | 1
O=C(CSc1ccccc1)Nc1ccc(S(=O)(=O)Nc2ncccn2)cc1 | -12 | 23 | 0 | 2 | 19 | -3 | -11 | -2.1 | 9
Cc1cccc(C)c1NC(=O)CN(C)C(=O)c1ccccc1OCc1ccc(F)cc1 | 8 | 6 | 4 | 1 | 9 | -1 | -7 | -1.5 | 3
Cc1cccc(C(=O)N[C@H](C(=O)Nc2nc3ccc(S(C)(=O)=O)cc3s2)C(C)C)c1 | -18 | 7 | 6 | -1 | 24 | 1 | -2 | 0.0 | -1
CCCCN(CC)C(=O)Cn1ncc2c1-c1cc(C)ccc1OC2 | -1 | -3 | -1 | -2 | -1 | 0 | 9 | -1.1 | -2
O=C(NCC1CCCO1)/C(=C\c1cccs1)NC(=O)c1ccccc1 (centres undefined) | 10 | 1 | 9 | 7 | -4 | 3 | 23 | -0.9 | -6
Cc1ccc(S(=O)(=O)NCC(=O)N/N=C/c2ccccc2O)cc1 | -12 | -8 | -3 | 28 | 9 | -2 | 1 | -8.2 | -3
Cc1ccc2c(c1)C1OCCC1C1N2C(=O)C2C(C(=O)O)C3C=CC21O3 (centres undefined) | 5 | 14 | -1 | 8 | 11 | 4 | 1 | 0.0 | 2
CSc1sc(C)cc1/C=N/O | -6 | -5 | 3 | -2 | 22 | -7 | 0 | -5.1 | 0
C[C@@H]1CN(C2CCN(Cc3nc(C(c4ccccc4)c4ccccc4)no3)CC2)C[C@H](C)O1 | 17 | 2 | -2 | 3 | 11 | -11 | 23 | -1.2 | -2
C[C@@]12C(=O)N(CC3CCCO3)CC(=O)N1[C@H]1c3cc(Cl)ccc3OC[C@@H]1[C@@H]2c1ccccc1 (some centres undefined) | -9 | -2 | 5 | 13 | 14 | 10 | 9 | -2.4 | 1
CC(=O)C1=C(O)C(=O)N(Cc2ccccc2)C1c1ccc(Br)cc1 (centres undefined) | 1 | -1 | 6 | 1 | 11 | -3 | -8 | 0.4 | 1
O=C(CNC(=O)c1ccccc1)NCC(O)c1ccc([N+](=O)[O-])cc1 (centres undefined) | 14 | -3 | 10 | 9 | 0 | -3 | -8 | 0.0 | 6
COc1cccc(C(=O)Nc2ccc(Cl)c(C(F)(F)F)c2)c1 | -9 | -12 | 5 | 1 | 3 | -14 | 14 | 1.4 | -39
CC(C)(C)OC(=O)NCCC(=O)Oc1ccc2ccc(=O)oc2c1 | 9 | 11 | 8 | nt | 24 | 0 | nt | -1.2 | 0
CCOc1ccc(NC(=O)CN2C(=O)/C(=C3\SC(=S)N(C4CCS(=O)(=O)C4)C3=O)c3ccccc32)cc1 (centres undefined) | 3 | 5 | 9 | 6 | -12 | 0 | -7 | -0.6 | 0
CN(C)CCCOc1ccc(-c2cccc3nncn23)cn1 | nt | -2 | -3 | 1 | -8 | 0 | -20 | nt | -1
COc1ccc(Cn2c(C)nc([N+](=O)[O-])c2SCC(=O)O)cc1[N+](=O)[O-] | -5 | -1 | 0 | 4 | 14 | 0 | 8 | 0.7 | 0
CSc1ccc(NC(N)=S)cc1 | 13 | -5 | -8 | 5 | 3 | -5 | 7 | 0.5 | -10
CC(C)(C)c1ccc(S(=O)(=O)Nc2ccccn2)cc1 | 5 | 5 | 1 | 16 | -4 | -3 | 1 | -3.1 | -1
COc1ccccc1NC(=O)Cn1c(=O)oc2ccccc21 | 41 | 17 | -13 | 11 | -4 | 1 | 6 | 4.3 | 8
Cc1ccc(-n2ccc(=O)c(-c3ccnc(SCc4cccc(Cl)c4)n3)n2)cc1 | -2 | 1 | 4 | 13 | -5 | -3 | 29 | 0.9 | -3
